# High-throughput results deposited in PubChem BioAssay by National Center for Advancing Translational Sciences (NCATS).
# HttQ103 aggreg: inhibitors of mutant huntingtin aggregate formation in PC12 cells. PC12 HttQ103-GFP aggregates, Acumen cytometry, 40 h. Potency, µM (series often up to 46.1 µM), for the others: at the highest dose activity change, negative = inhibition, actives largely listed as inhibitors. 1.1% of 220,000 active; note: potency is the fitted concentration of half-maximal effect; % is set by controls: 0 for no effect and ±100 for the full control effect; nearly all actives have a fitted effect of over 60% in size
#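 PC12/HTTQ103-GFP, ecdysone-inducible; teb 100 nM; cpd qHTS titration; GFP aggregates read on laser cytometer, Ex 488/Em 500-530 nm.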
# GAA glycogen: inhibitors or activators of human alpha-glucosidase glycogen cleavage. P10253. recombinant GAA, glycogen substrate, Amplex Red glucose oxidase fluorescence. Potency, µM (series often up to 76.4 µM), without a hit: at the highest dose activity change, negative = inhibition, usual class: inhibitors. 0.38% of 300,000 active;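 note: potency is the fitted concentration of half-maximal effect; 0% = full enzyme reaction and -100% = no-enzyme basal signal; the screen sought inhibitors and activators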
#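 Recombinant human enzyme (4 nM); glycogen substrate; 37 C, 40 min, pH 5.0. Readout: coupled glucose oxidase/Amplex Red fluorescence.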
# CBFb-RUNX1 inh: inhibitors of human CBF-beta and RUNX1 interaction; Q01196+Q13951; AlphaScreen CBFb-His/RUNX1-biotin binding, biochemical; Potency, µM (doses to about 59.8 µM), for inactives: at the highest dose activity, negative = inhibition, hits mostly inhibitors; 230,000 tested, under 10 active; AID 1477; note: % of control where 0% means no effect
# Target sequence (Q01196 whole entry, looked up): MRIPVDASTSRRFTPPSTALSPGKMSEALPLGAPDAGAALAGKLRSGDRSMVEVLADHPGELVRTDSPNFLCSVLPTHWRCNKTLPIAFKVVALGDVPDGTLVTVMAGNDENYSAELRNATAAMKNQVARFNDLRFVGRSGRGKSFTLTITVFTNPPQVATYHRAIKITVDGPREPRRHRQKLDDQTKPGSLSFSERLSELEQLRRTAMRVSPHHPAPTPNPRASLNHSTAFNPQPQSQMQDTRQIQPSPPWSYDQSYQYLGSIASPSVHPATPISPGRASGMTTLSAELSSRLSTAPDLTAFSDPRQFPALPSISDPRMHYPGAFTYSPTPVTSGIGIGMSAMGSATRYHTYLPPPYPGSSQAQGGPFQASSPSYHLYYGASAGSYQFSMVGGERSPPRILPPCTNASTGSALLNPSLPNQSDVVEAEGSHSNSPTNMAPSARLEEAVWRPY
# Target sequence (Q13951 whole entry, looked up): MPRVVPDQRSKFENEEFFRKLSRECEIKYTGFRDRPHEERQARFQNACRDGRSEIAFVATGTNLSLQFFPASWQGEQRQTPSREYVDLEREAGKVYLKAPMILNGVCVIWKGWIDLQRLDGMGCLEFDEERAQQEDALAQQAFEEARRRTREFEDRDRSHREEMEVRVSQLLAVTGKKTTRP
#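 CBFb-His/RUNX1-biotin, 30 nM each, preincubated 20 min RT; compound 15 min RT; Ni + streptavidin beads 50 ng each, 90 min RT; AlphaScreen read.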
# GAA spleen mod: inhibitors or activators of human alpha-glucosidase in spleen homogenate; 0.006% of 240,000 active; human spleen homogenate, 4-MU-alpha-glucoside fluorescence; Potency, µM (series often up to 79.9 µM), for the others: at the top dose activity change, negative = inhibition, usual class: inhibitors;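 note: potency is the fitted concentration of half-maximal effect; 0% = enzyme with vehicle and -100% = no enzyme basal signal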
#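 AC50 values come from Hill-equation fits of concentration-response data, normalized to no-enzyme and full-activity controls. Enzyme source: 1 ug human spleen homogenate; 1 mM fluorogenic 4-MU glucoside, pH 5.0 citrate buffer, 37 C, 40 min.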
# LMNA splice mod: changes lamin A minigene splicing in HeLa cells | HeLa LMNA splicing GFP/RFP minigene ratio, 48 h | Potency, µM (doses to about 46.1 µM), for the others: top-dose ratio change, negative = inhibition, most hits filed as inhibitors | 0.01% of 200,000 active | AID 1487; active = well fitted inhibition curve with a large enough effect in the signal ratio, with a control signal flat, not every such curve was filed as active; inconclusive = small, poorly fitted or top-dose-only effect, or effect the other way, or a change in a side signal; the % refers to the signal ratio; note: potency is the fitted concentration of half-maximal effect; % is set by controls: 0 for no effect and ±100 for the full control effect
#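 S3 HeLa stable clones carrying a lamin A-EGFP splicing minigene plus DsRed2 were seeded at 600 cells/well in Opti-MEM with 2% FBS, pin-dosed and incubated 48 h at 37°C. Acumen cytometry (488 nm) gave the GFP/RFP total-intensity ratio.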
# GAA inhib: inhibitors of human lysosomal alpha-glucosidase. P10253. purified human GAA, 4-MU-alpha-glucoside fluorescence. Potency, µM (titrated, usually from 76.9 µM), inactives show at the top dose activity change, negative = inhibition, hits mostly inhibitors. 0.005% of 200,000 active. AID 1466;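 note: potency is the fitted concentration of half-maximal effect; plate controls were uninhibited enzyme wells for no effect and no-enzyme background for full effect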
#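 Read-out is 4-methylumbelliferone fluorescence (Ex 365/Em 440 nm) after NaOH/glycine stop at pH 10. Enzyme 4 nM, substrate 400 uM, pH 5.0 citrate buffer, 20 min room temperature; AC50 from Hill-equation concentration-response.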
# HTT cytoprotect: cytoprotection in Huntington HTT-Q103 PC12 cell model; PC12 HTT-Q103 induced, cytoprotection, ATP luminescence, 40 h; Potency, µM (top dose mostly 56.4 µM), for the others: cytoprotection (ATP increase), hits mostly activators; 0.14% of 230,000 active;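 note: potency is the fitted concentration of half-maximal effect; % of control where 0% means no effect; nearly all actives have a fitted effect of over 45% in size; toxic huntingtin expression switched on by the ecdysone agonist tebufenozide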
#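 Readout: ATPlite luminescence (ATP level). Model: stable PC12, inducible Htt exon1 Q103-GFP. Inducer: tebufenozide, 100 nM final. Compounds: dose series. No G418 in medium.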
# Numbers without * were called inactive; ? = inconclusive; . = no result given; & = joins results of further samples; [ ] = remark or other dose. Unless noted, calls come from the whole dose curve; as a rule, active = well fitted curve in the direction sought with a large enough effect; inconclusive = small, poorly fitted or top-dose-only effect, or another doubt; inactive = no such curve, though single readings can be large; an effect the other way counts as inactive or inconclusive.
SMILES	HttQ103 aggreg	GAA glycogen	CBFb-RUNX1 inh	GAA spleen mod	LMNA splice mod	GAA inhib	HTT cytoprotect
Cc1nc2sccn2c1-c1csc(NCc2ccccc2)n1	7.1µM*	?	-3%	-9%	21%	?	-79%[inhibitor]
COc1ccc(/C=N/NC(=O)c2c(C)n(C)c3ccc(OC)cc23)c(OC)c1	-7%	?	-5%	2%	11%	1%	3%[10 µM]
O=c1oc2ccccc2n1Cn1c(=O)oc2ccccc21	20%	12%	5%	-5%	3%	-2%	-15%[10 µM]
Cc1ccc(Cn2c(SCC(=O)NCC3CCCO3)nc3ccsc3c2=O)cc1 (stereo not drawn)	-23%	0%	9%	6%	2%[46 µM]	-6%	-10%
CC1CCN(c2nc3ccccc3nc2C(C#N)C(=O)OC2CCCCC2)CC1 (stereo not drawn)	12%	-7%	-3%	1%	?	-15%	-14%
O=C(OCC(=O)N1CCN(c2ccccc2)CC1)c1cccc(Cl)c1	-4%	-4%	-1%	-7%	-5%	6%	11%[10 µM]
O=C(CCn1nnc2ccccc21)Nc1nnc(COc2ccccc2F)s1	-11%[9.22 µM]	2%	-3%	-11%	16%	0%	3%
O=C(C1CCN(S(=O)(=O)N2CCOCC2)CC1)N1CCc2ccccc21	6%	14%	4%	1%	-5%	-5%	-11%
CN(Cc1cc2ccccc2[nH]c1=O)C(=O)C1CCCCC1	-12%	8%	2%	-8%	-11%	1%	-15%[0.074 µM]
CN(C)S(=O)(=O)c1cccc(NS(=O)(=O)c2ccc(Cl)s2)c1	12%	-3%	0%	2%	1%	-2%	.

# Pulled by structure from the entries so far, 6 records:
SMILES	HttQ103 aggreg	GAA glycogen	CBFb-RUNX1 inh	GAA spleen mod	LMNA splice mod	GAA inhib	HTT cytoprotect
CN(Cc1cc2ccccc2[nH]c1=O)C(=O)C1CCCCC1	-12%	8%	2%	-8%	-11%	1%	-15%[0.074 µM]
O=C(C1CCN(S(=O)(=O)N2CCOCC2)CC1)N1CCc2ccccc21	6%	14%	4%	1%	-5%	-5%	-11%
Cc1nc2sccn2c1-c1csc(NCc2ccccc2)n1	7.1µM*	?	-3%	-9%	21%	?	-79%[inhibitor]
CC1CCN(c2nc3ccccc3nc2C(C#N)C(=O)OC2CCCCC2)CC1 (stereo not drawn)	12%	-7%	-3%	1%	?	-15%	-14%
O=C(OCC(=O)N1CCN(c2ccccc2)CC1)c1cccc(Cl)c1	-4%	-4%	-1%	-7%	-5%	6%	11%[10 µM]
COc1ccc(/C=N/NC(=O)c2c(C)n(C)c3ccc(OC)cc23)c(OC)c1	-7%	?	-5%	2%	11%	1%	3%[10 µM]

# (next part)
SMILES	HttQ103 aggreg	GAA glycogen	CBFb-RUNX1 inh	GAA spleen mod	LMNA splice mod	GAA inhib	HTT cytoprotect
Nc1cccc(-c2nc3ccccc3[nH]2)c1	1%	1%	4%	7%	3%	9%	-37%[inhibitor]
NNC(=O)Cc1cn(-c2ncc(C(F)(F)F)cc2Cl)c2ccccc12	-15%	7%	-1%	2%	-4%	-4%	-2%
CN(C)c1ccc(/C=C/c2cc[n+](C)cc2)cc1	2.5µM*	18%	-10%	-14%	?	-17%	-70%[inhibitor]
COc1ccc(N(CC(=O)Nc2cc(C)cc(C)c2)S(=O)(=O)c2ccccc2[N+](=O)[O-])c(OC)c1	-9%[9.22 µM]	6%	-11%	2%	-6%[46 µM]	-2%	1%[10 µM]
O=C(CSc1nnc(-c2cccs2)n1-c1ccccc1)NCc1ccc2c(c1)OCO2	23%	4%	4%	-13%	3%	-3%	20%
CCCCCCN(C(=O)CCCCCN1C(=O)NC(c2ccc([N+](=O)[O-])cc2)C(C(=O)OCc2ccccc2)=C1C)C(C(=O)NCCCC)c1ccc(OCC(=O)OC)c(C(=O)OC)c1 (stereo not drawn)	-7%[9.22 µM]	-5%	5%&-5%	4%&-2%	.	.	9%[10 µM]
CCN(CC)C(=O)c1cc(Cl)ccc1NC(=O)c1ccco1	-12%[9.22 µM]	5%	13%	1%	.	.	5%[10 µM]
O=C(Nc1ccc([N+](=O)[O-])cn1)c1cc(-c2cccc(Br)c2)nc2ccccc12	5%	-3%	0%	-4%	3%	-3%	.
O=C(NNC(=O)C1[C@H]2CCCC[C@@H]12)c1ccc(=O)oc1 (stereo partly drawn)	32%[9.22 µM]	?	-4%	-6%	.	.	19%[10 µM]
Fc1ccccc1C1c2cccn2CCN1C(=S)Nc1ccc(Br)cc1 (stereo not drawn)	?	-14%	-8%	1%	?	-2%	-74%[inhibitor]
COc1cc(C(=O)OCCn2c(=O)c3c(ncn3CCN(C)C)n(C)c2=O)cc(OC)c1OC	-3%	-2%	-2%	12%	6%	-10%	38%[10 µM]
Cc1ccc(C(=O)NC(=S)Nc2cccc3nsnc23)cc1	0%	-8%	-12%	-8%	3%	-8%[15.4 µM]	-2%
CC(=O)NS(=O)(=O)c1ccc(N=NN2CCCCC2)cc1	7%	8%	5%	3%	-13%	-3%	41%[10 µM]
O=C(NCc1ccccn1)c1ccc2nc(-c3ccco3)c(-c3ccco3)nc2c1	-1%	-4%	?	-6%	5%	3%	0%[10 µM]
COc1ccccc1C(=O)N/N=C1/NC(=O)CC(C(=O)Nc2ccccc2)S1 (stereo not drawn)	-14%[9.22 µM]	4%	6%	-7%	.	.	24%[10 µM]
COc1ccc(NC(=O)N2CCCC2C(=O)NCc2ccc(C)cc2)cc1 (stereo not drawn)	5%[9.22 µM]	11%	5%	-2%	-6%[46 µM]	7%	25%[10 µM]
Cn1nc(-c2ccccc2)c(CN2CCN(c3ncccn3)CC2)c1Cl	1%	6%	7%	-4%	.	4%	-30%
CC(=O)c1ccc(NC(=O)COC(=O)CCN2C(=O)c3cccc([N+](=O)[O-])c3C2=O)cc1	-5%	4%	8%	3%	-9%	-2%	5%[0.074 µM]
COc1ccc2nc(NC(=O)/C=C/c3ccc4c(c3)OCO4)sc2c1	3%	13%	-3%	-3%	-12%	4%	-27%[10 µM]
Cc1ccc(S(=O)(=O)N2CCCC(C(=O)NC3=NCCS3)C2)cc1 (stereo not drawn)	-9%	-2%	6%	-2%	-14%	-9%	2%[10 µM]

# (list continues)
# Below each SMILES – HttQ103 aggreg | GAA glycogen | CBFb-RUNX1 inh | GAA spleen mod | LMNA splice mod | GAA inhib | HTT cytoprotect
Cc1nc2ccc(NC(=O)c3nn(C(C)C)c(=O)c4ccccc34)cc2s1
  9% | -6% | 4% | 5% | -1% | -2% | 9%[10 µM]
Cc1ccc(-c2nn[nH]n2)o1
  8% | -3% | 5% | -7% | 7% | 3% | -3%
O=C(NCCc1ccc(F)cc1)N1CCOCC1
  4% | 1% | 4% | -14% | 6% | -5% | 16%
CC(C)(C)OC(=O)[C@H](Cc1ccccc1)NC(=O)c1[nH]cnc1C(=O)Nc1cccc(Cl)c1
  15%[9.22 µM] | -13% | 16% | -4% | . | . | 8%[10 µM]
O=C(CCCc1nc2ccccc2s1)N1CCN(c2ccccc2)CC1
  -16% | -1% | 9% | -2% | -8% | -21% | -16%[10 µM]
Cc1cc(C)c(NS(=O)(=O)c2ccc3c(c2)NC(=O)CC(=O)N3)c(C)c1
  12% | 9% | -1% | 0% | 7% | 2% | 13%[10 µM]
CN1CCN(S(=O)(=O)c2ccc3[nH]c(=O)oc3c2)CC1
  7% | -6% | 1% | 1% | -7% | 4% | .
Cc1ccc(NC(=O)CCN2CCc3ccccc3C2)cc1
  2% | 2% | 13% | -19% | -10% | 1% | 14%[10 µM]
CCOC(=O)n1ccc(C(=O)Nc2ccccc2F)n1
  0% | 11% | 0% | -7% | 2% | 1% | 1%
CC(C)(C)C(=O)N1N=C(c2ccc(NS(C)(=O)=O)cc2)CC1c1cccs1 (stereo not drawn)
  -7% | -9% | 0% | 3% | 0%[9.22 µM] | ? | -74%[inhibitor]
COc1ccccc1NC(=S)N1CCC(C(=O)c2ccc(F)cc2)CC1
  -18% | 5% | -9% | -3% | 13%[46 µM] | -2% | -8%
CCCCCc1cc(=O)oc2c(C(CCN3CCCC(C)C3)c3ccc(N(C)C)cc3)c(OC)cc(OC)c12 (stereo not drawn)
  -25%[9.22 µM] | -4% | ? | -10% | . | . | -11%[10 µM]
COc1ccc(-c2cc3ccccc3n2CC(O)CNC(CO)(CO)CO)cc1 (stereo not drawn)
  -4% | 4% | 1% | -9% | 7% | -5% | -1%
CCOc1cccc(N2C(=O)CC(N3CCN(c4ccc(S(=O)(=O)CC)cc4)CC3)C2=O)c1 (stereo not drawn)
  4% | 0% | -7% | -14% | 18% | -7% | 11%
CSc1cccc(NC(=O)/C=C/c2ccc(Cl)cc2)c1
  -6% | -9% | 15% | -2% | 7%[0.0737 µM] | -1% | -29%
c1ccc(-c2nnsc2Sc2ccccn2)cc1
  -13% | -4% | -8% | 3% | 9%[46 µM] | -5% | -46%[inhibitor]
Cc1ccc(C(=O)CSc2nnc(N)s2)c(C)c1
  -7% | 5% | 3% | 4% | . | 3% | 6%
CCS(=O)(=O)n1nc(-c2ccccc2)nc1N
  4% | -1% | 6% | -4% | -4% | 1% | -12%[10 µM]
